Assay outcomes as filed in PubChem.
mIAP act: mouse IAP activation | muIAP, CDP-Star luminescence, 30 min; active compounds read high; 1 = vehicle-only enzyme signal, 0 = enzyme-free wells | activation factor at 10 µM | 0.24% of 330,000 active | AID 2805;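 active = activation factor of at least 2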; also: the source names both 10 and 20 µM as test concentration; values of inactives mirror those of a sister screen read the other way
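System: Mouse IAP enzyme | Also added: CDP-Star substrate | Dosing: Compounds dispensed in DMSO | Schedule: 30 min enzyme-substrate-compound incubation at room temperature | Technique: Chemiluminescence readout | Control set: DMSO-only wells and no-enzyme negative control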
mIAP inh: mouse IAP inhibition; purified mouse IAP, CDP-Star luminescence, 30 min; inhibition, % at 10 µM; 0.2% of 330,000 active; AID 2806;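 active = inhibition of at least 40% at 10 µM in the primary screen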;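 also: plate controls were DMSO with enzyme for no effect and no enzyme wells for full effect; values of inactives mirror those of a sister screen read the other way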
MPTP inh: inhibitors of mitochondrial permeability transition pore. 1.4% of 360,000 active. AID 602449. inhibition, % at 10 µM. isolated mouse mitochondria, Ca2+ swelling absorbance, 30 min;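 active = inhibition of 50% or more, scaled per plate between neutral and stimulator controls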;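 also: 0% = DMSO wells given calcium and 100% = 1 mM EGTA wells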
APOBEC3A inh: inhibitors of human APOBEC3A DNA deaminase | 0.41% of 330,000 active | AID 493011 | P31941 | recombinant A3A, FAM/TAMRA ssDNA deamination fluorescence | inhibition, % at 20 µM;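 active = at least 40% inhibition at 20 µM here, with at most 30% in a related deaminase screen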;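 also: plate controls were A3A with DMSO for no effect and wells lacking A3A enzyme for full effect; some results filed as inactive read as strong as hits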
hIAP act: human IAP activation | purified human IAP, CDP-Star luminescence, 30 min; active compounds read high; 1 = vehicle-only enzyme, 0 = enzyme-free background | activation factor at 10 µM | 0.16% of 330,000 active | AID 2524;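 active = activation factor of the enzyme at least 2-fold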; also: the source names both 10 and 20 µM as test concentration; values of inactives mirror those of a sister screen read the other way
Target sequence (P09923 whole entry, looked up): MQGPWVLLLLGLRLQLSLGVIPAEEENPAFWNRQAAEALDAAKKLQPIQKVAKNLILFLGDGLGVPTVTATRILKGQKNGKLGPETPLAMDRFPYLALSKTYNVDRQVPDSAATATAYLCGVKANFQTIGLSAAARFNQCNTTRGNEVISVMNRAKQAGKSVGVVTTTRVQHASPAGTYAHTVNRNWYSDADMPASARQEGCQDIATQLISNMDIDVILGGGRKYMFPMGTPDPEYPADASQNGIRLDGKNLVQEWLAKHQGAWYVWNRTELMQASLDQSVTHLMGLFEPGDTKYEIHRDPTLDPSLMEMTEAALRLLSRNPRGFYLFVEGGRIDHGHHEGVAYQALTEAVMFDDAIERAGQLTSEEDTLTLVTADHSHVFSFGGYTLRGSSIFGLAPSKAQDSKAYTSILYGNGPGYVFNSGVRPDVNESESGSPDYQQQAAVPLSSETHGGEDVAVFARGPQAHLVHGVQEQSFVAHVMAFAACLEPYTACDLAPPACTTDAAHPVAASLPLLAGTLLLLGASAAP
GRIN3A LBD mod: modulates the human NR3A ligand-binding domain; NR3A LBD differential scanning fluorimetry, Tm shift; 0% = protein alone, 100% = glycine-bound protein; Tm shift relative to glycine control, % at 25 µM; 2.5% of 340,000 active;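 active = melting temperature shift of at least 10% of the positive control shift, at one fixed dose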
A3G deaminase: blocks human APOBEC3G single-stranded DNA deamination | Q9HC16 | recombinant A3G, ssDNA deamination FAM/TAMRA fluorescence | inhibition, % at 20 µM | 0.28% of 330,000 active;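 active = inhibition of at least 40% at 20 µM, with no more than 30% in the related APOBEC3A deaminase screen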;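 also: plate controls were DMSO wells with A3G for no effect and wells lacking A3G enzyme for full effect; some compounds called inactive have numbers as strong as hits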
beta cell repl: induces beta-cell replication in MIN6 cells. MIN6 cells proliferation, ATPlite luminescence, 48 h; cells starved in 0.2% serum; 100% = growth in 10% serum. proliferation, % at 10 µM. 0.29% of 330,000 active. AID 2380;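 active = compounds whose signal lies at least 3.5 SD above the mean of all wells on their plate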;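 also: 0% = DMSO-treated cells in low-serum medium and 100% = 10% serum control; some compounds called inactive have numbers as strong as hits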
hIAP inh: human IAP inhibition | P09923 | purified IAP, CDP-Star luminescence, 30 min | inhibition, % at 10 µM | 0.12% of 330,000 active;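 active = inhibition reaching a set limit with compound at 10 µM in the primary screen, cut at about 35% in these data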;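 also: plate controls were DMSO wells with enzyme for no effect and no-enzyme buffer wells for full effect; values of inactives mirror those of a sister screen read the other way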
* = called active by the depositor.

1	CN1CCN(C=NC2=NN(c3cccc(C(F)(F)F)c3)CC2)CC1
2	O=C(CN1CCN(Cc2ccccc2)CC1)NC(=O)NCc1ccco1
3	O=C(CSc1ncccn1)N1CCN(Cc2ccccc2)CC1
4	O=C(COC(=O)c1ccc(S(=O)(=O)N2CCOCC2)cc1)Nc1ccccc1F
5	Cc1ccc(C2CC(=O)C(C=NCCN3CCN(C(=S)Nc4ccc(F)cc4)CC3)=C(O)C2)cc1 (stereo unspecified)
6	CC(=O)c1c(C)cc(C)c(CSc2nnc(-c3ccco3)o2)c1C
7	Oc1ccc(Nc2nc3ccccc3nc2Nc2ccc(O)cc2)cc1
8	O=C(CCc1nc(-c2ccccc2F)no1)NCCN1CCOCC1
9	O=C(CN1N=C(c2ccccc2)CCC1=O)NCCN1CCc2ccccc2C1
10	Cc1ccc2c(c1)N(CCC(=O)NCc1ccco1)C(=O)CO2
assay / compound	1	2	3	4	5	6	7	8	9	10
mIAP inh	2	1	6	-5	-5	-1	9	7	2	3
hIAP act	0.99	0.87	1.1	1.1	1	1.1	1.2	0.89	0.95	1
hIAP inh	1	13	-12	-14	-2	-12	-20	11	5	0
APOBEC3A inh	-3	2	-1	2	1	4	42*	1	11	-1
beta cell repl	0	1	-4	0	-3	6	-5	-2	4.6*	-3
MPTP inh	0.2	-1.1	-0.8	0.0	0.1	1.2	3.6	-0.4	-0.4	0.8
A3G deaminase	-7	-1	-9	0	-2	0	-7	-3	-4	-6
GRIN3A LBD mod	-2	2	0	-6	0	4	17*	14*	1	-1
mIAP act	0.97	0.99	0.94	1.1	1	1	0.91	0.93	0.98	0.97

11	COc1ccc(CNS(=O)(=O)c2csc(C(N)=O)c2)cc1OC
12	Cc1ccc(S(=O)(=O)N(C)C)cc1NC(=O)COC(=O)CCNS(=O)(=O)c1ccccc1
13	O=C(NCCCN1CCCCC1)C1CC(=O)N(CCc2ccccc2)C1 (stereo unspecified)
14	CCC(C(=O)OCn1nnc2ccccc2c1=O)c1ccccc1 (stereo unspecified)
15	CCCS(=O)(=O)c1c(S(=O)(=O)CCC)c2ccc(C(N)=O)cn2c1C(=O)c1ccccc1
16	C=CCc1c(C)nc(SC(C)C)[nH]c1=O
17	CCc1ccc(/C=C2\Oc3cc(OS(C)(=O)=O)ccc3C2=O)cc1
18	Cc1cc(C)n(Cc2ccc(C(=O)NCc3ccco3)o2)n1
19	Cc1cc(C)n(Cc2ccc(C(=O)O)o2)n1
20	COc1ccc(C(C)=NNC(=O)c2cccc(S(=O)(=O)N3CCCC3)c2)cc1
assay / compound	11	12	13	14	15	16	17	18	19	20
mIAP inh	1	7	4	10	2	2	16	-3	-4	5
hIAP act	1.1	1.1	1	0.9	0.96	1.1	1.2	0.87	1.1	1.1
hIAP inh	-14	-5	-4	10	4	-9	-24	13	-11	-10
APOBEC3A inh	4	-4	-5	5	-4	0	-3	-9	5	-3
beta cell repl	0	-2	2	-3	-5	0	-3	-4	-2	-1
MPTP inh	-1.9	-1.1	-0.5	-1.0	2.1	-0.5	0.6	1.5	-0.5	-1.8
A3G deaminase	-2	-7	-4	-4	-4	0	-7	4	-2	-8
GRIN3A LBD mod	0	1	1	0	-1	2	-12	0	-2	4
mIAP act	0.99	0.93	0.96	0.91	0.98	0.98	0.84	1	1	0.95

21	CCN(CC(=O)NCC1CCCO1)S(=O)(=O)c1ccc(Cl)cc1 (stereo unspecified)
22	CC(C)Cc1nnc(NC(=O)C2CCCC2)s1
23	Cc1ccc(-c2c[n+](CC(=O)c3cccs3)c3n2CCC3)cc1
24	COCCNC(=O)C(c1ccc(F)cc1)N(C(=O)CCC(=O)Nc1ccccn1)c1ccc(C)cc1 (stereo unspecified)
25	COCCNc1cc(C)nc2c3c(C)cc(C)nc3nn12
26	Cc1ccc(NC(=O)c2ccc(F)cc2)nc1
27	COc1ccc(CCNC(=O)CSc2nc(C)cc(C)n2)cc1OC
assay / compound	21	22	23	24	25	26	27
mIAP inh	0	6	2	8	-4	8	-4
hIAP act	1.1	0.93	1.1	1	1.1	0.98	0.89
hIAP inh	-14	7	-14	-1	-11	2	11
APOBEC3A inh	-1	-1	-1	-1	4	-2	-2
beta cell repl	-1	-1	-2	-1	-2	-1	-2
MPTP inh	-0.4	1.4	3.8	0.4	-0.8	2.0	0.6
A3G deaminase	-5	-5	-3	-5	7	-7	-6
GRIN3A LBD mod	-1	0	-1	-3	-2	-4	-1
mIAP act	1	0.94	0.97	0.92	1	0.92	1

Twelve of these compounds, reformatted:
cpd	molecule	mIAP inh	hIAP act	hIAP inh	APOBEC3A inh	beta cell repl	MPTP inh	A3G deaminase	GRIN3A LBD mod	mIAP act
16	C=CCc1c(C)nc(SC(C)C)[nH]c1=O	2	1.1	-9	0	0	-0.5	0	2	0.98
17	CCc1ccc(/C=C2\Oc3cc(OS(C)(=O)=O)ccc3C2=O)cc1	16	1.2	-24	-3	-3	0.6	-7	-12	0.84
18	Cc1cc(C)n(Cc2ccc(C(=O)NCc3ccco3)o2)n1	-3	0.87	13	-9	-4	1.5	4	0	1
19	Cc1cc(C)n(Cc2ccc(C(=O)O)o2)n1	-4	1.1	-11	5	-2	-0.5	-2	-2	1
20	COc1ccc(C(C)=NNC(=O)c2cccc(S(=O)(=O)N3CCCC3)c2)cc1	5	1.1	-10	-3	-1	-1.8	-8	4	0.95
21	CCN(CC(=O)NCC1CCCO1)S(=O)(=O)c1ccc(Cl)cc1 (stereo unspecified)	0	1.1	-14	-1	-1	-0.4	-5	-1	1
22	CC(C)Cc1nnc(NC(=O)C2CCCC2)s1	6	0.93	7	-1	-1	1.4	-5	0	0.94
23	Cc1ccc(-c2c[n+](CC(=O)c3cccs3)c3n2CCC3)cc1	2	1.1	-14	-1	-2	3.8	-3	-1	0.97
24	COCCNC(=O)C(c1ccc(F)cc1)N(C(=O)CCC(=O)Nc1ccccn1)c1ccc(C)cc1 (stereo unspecified)	8	1	-1	-1	-1	0.4	-5	-3	0.92
25	COCCNc1cc(C)nc2c3c(C)cc(C)nc3nn12	-4	1.1	-11	4	-2	-0.8	7	-2	1
26	Cc1ccc(NC(=O)c2ccc(F)cc2)nc1	8	0.98	2	-2	-1	2.0	-7	-4	0.92
27	COc1ccc(CCNC(=O)CSc2nc(C)cc(C)n2)cc1OC	-4	0.89	11	-2	-2	0.6	-6	-1	1
